Myeloid diff MLP – compounds promoting myeloid differentiation; ER-HoxA9 myeloid progenitors, lysozyme-GFP differentiation, flow cytometry; calls only at 10 µM; 360,000 tested, 1% active; AID 624256;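 active means normalized GFP-positive differentiation at or above the plate's own cutoff, the solvent-only control mean plus 3 SD; inconclusive means no clear call, values can overlap the other calls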;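 further: cells exposed to compound for four days before flow analysis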
WT yeast gro inh – growth inhibition of WT yeast, mitochondrial fusion screen; AID 1362; 190,000 tested, 2.1% active; mitochondrial fusion phenotypic screen, WT strain; inhibition, % at 10 µM; in the data active means inhibition above about 58%; tested in S. cerevisiae
Insulin prom up – MIN6 insulin promoter up-regulation; MIN6 insulin promoter-GFP reporter, high-content imaging; stronger effect = higher value; z-score at 5 µM; 190,000 tested, 0.3% active; AID 1625;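 active means z-score above 3 at 5 µM with at least 500 cells counted in the well; inconclusive means wells under 500 cells, flagged as cytotoxic or low count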
MT stabilize HCS – microtubule stabilizers in HeLa cells. HeLa tubulin immunostaining HCS, 24 h; share of cells brighter than vehicle mean+2SD. % tubulin-high responders, % at 10 µM. 200,000 tested, 0.83% active. AID 2205;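 active means plate Z-score above 3 for both tubulin-high and condensed-nucleus cell shares, with cell loss under 80%, at 10 µM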;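 further: anti alpha tubulin signal scored within the nucleus-defined area of each cell; some results filed as inactive read as strong as hits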
Lipid droplet – hepatic lipid droplet formation modulation; AID 1656; AML12 mouse hepatocytes, oleate lipid droplets, BODIPY imaging; 240,000 tested, 0.4% active; inhibition, % at 6.5 µM;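 active means lipid droplet intensity inhibited by at least 50%, with more than 500 cells counted; inconclusive means wells with under 300 cells, treated as cytotoxic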
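Material – AML12 mouse liver cells · Also added – oleate loading, 100 µM · Compound dosing – 6.5 µM single-point dosing · Times – overnight treatment with compound plus oleate · Measured by – fluorescence imaging, 20x objective, two fields per well · Read-out – percent inhibition of filter-corrected integrated lipid droplet intensity per well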
T cell HTS – modulates CD8 T cell binding to vesicles | 2C CD8+ T cell-vesicle binding, flow cytometry; stronger effect = lower value | 330,000 tested, 0.068% active | calls only at 7 µM | AID 2052;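 active means response, share of CD8 T cells binding vesicles, and their 90th percentile fluorescence all below set limits, cut at about 80% in these data, passing the limit was not always enough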
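Assay system – 2C mouse CD8+ T cells · Also added – QL9-loaded Drosophila micro-vesicles · Timing – Cell–vesicle co-incubation 1.5 h at 37 °C, staining 20 min on ice · Signal – flow cytometry of vesicle-bound cells · Measure – percent CD8+ FL2 mean versus row control · Controls – Peptide-free naked vesicles (low) and QL9 vesicles with 0.7% DMSO vehicle (high)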
West Nile virus CPE – West Nile virus antiviral activity, cell-based, CPE readout (AID 1621) | 290,000 tested, 0.02% active | West Nile virus-infected cells, CPE inhibition; higher % means a stronger effect | CPE inhibition, % at 10 µM; hits with a dose series show IC50 in µM; in the data active means a potency from the dose series; inconclusive means CPE inhibition mostly from about 3.7% at the one dose, without a potency; inactive means the rest, 99 in 100 with CPE inhibition below about 2.2%; further: strong numbers were not always called active
Autophagy mod – autophagy modulation, high-content screen | MEF GFP-LC3 puncta imaging; test concentration mostly 10 µM | calls only at 10 µM (by protocol) | 190,000 tested, 0.98% active | AID 463193;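 active means percentage of spot-positive cells more than 3 SD above its plate mean, without a fluorescence outlier flag or 80% toxicity; inconclusive means no clear call, values can overlap the other calls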;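 further: spot-positive cell cutoff set from DMSO-treated cells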
bCat nuc transl – alters nuclear translocation of beta-catenin in HeLa cells | immunofluorescence imaging | nuclear translocation activity, % at 5 µM | 190,000 tested, 0.3% active | AID 1665;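 active means nuclear translocation activity above 50% at 5 µM, with a well cell count of 50 or more; inconclusive means wells under 50 cells across six images, flagged as toxic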;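 further: per-cell ratio of nuclear to cytoplasmic median beta-catenin stain intensity; plate controls were DMSO negative control for no effect and GSK-3 inhibitor IX positive control for full effect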
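System: HeLa cells, endogenous beta-catenin; compound dosing: 5 µM primary single dose, 0.1% DMSO, 0.02–20 µM confirmation series; incubation: 24 h compound exposure at 37°C, 5% CO2; signal: beta-catenin immunofluorescence imaging with DAPI; evaluation: % activation, nuclear-to-cytoplasmic median beta-catenin signal ratio per cell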
WT yeast gro inh mutant strain – also measured in WT yeast gro inh; calls as there; inhibition, %; mitochondrial fusion phenotypic screen, mutant strain inhibition
Insulin prom up cell count – further read-out of Insulin prom up, marked with its call; cell count; measured here: cytotoxicity, nuclei count;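 total cells summed across four imaged fields per well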
Lipid droplet cells 6.5 µM – also measured in Lipid droplet; calls as there; cell count; measured here: cell count, cytotoxicity flag;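 cells counted across two imaged fields per well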
bCat nuc transl cell count 5 µM – further read-out of bCat nuc transl, marked with its call; cell count; measured here: cell count, cytotoxicity flag
T cell HTS vesicle-bound % – further read-out of T cell HTS, marked with its call; double positive events, %; measured here: CD8+ vesicle-bound cell fraction;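 binding gate set so that unloaded-vesicle control wells show 10% double positive cells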
MT stabilize HCS Hoechst-high % – further read-out of MT stabilize HCS, marked with its call; % Hoechst-high responders; measured here: nuclear condensation Hoechst responders;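 share of cells brighter than vehicle mean plus two SD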
MT stabilize HCS cytotoxicity % – second read-out of MT stabilize HCS, no call of its own (marks repeat the call); toxicity, %; measured here: cytotoxicity by cell density;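 0% = mean cell density of plate MIN control wells and 100% = no cells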
Autophagy mod cell loss 18 h – further read-out of Autophagy mod, marked with its call; toxicity, %; measured here: cell loss, nuclei count;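 cell loss after 18 h compound exposure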
Myeloid diff MLP GFP+ MAC1+ % – also measured in Myeloid diff MLP; calls as there; GFP+ MAC1+ double positive, %; measured here: differentiation confirmed by MAC1 staining
Numbers without * were called inactive; i = inactive; ? = inconclusive; / = not tested or not shown.

SMILES	Myeloid diff MLP	Myeloid diff MLP GFP+ MAC1+ %	WT yeast gro inh	WT yeast gro inh mutant strain	Insulin prom up	Insulin prom up cell count	MT stabilize HCS	MT stabilize HCS Hoechst-high %	MT stabilize HCS cytotoxicity %	Lipid droplet	Lipid droplet cells 6.5 µM	T cell HTS	T cell HTS vesicle-bound %	West Nile virus CPE	Autophagy mod	Autophagy mod cell loss 18 h	bCat nuc transl	bCat nuc transl cell count 5 µM
CCCCNC(=O)C(=O)N/N=C/c1ccc(OCc2ccccc2)cc1	i	0.7	3	-13	-0.35	1213	2.1	1.9	1.8	-9	706	i	6	-0.1%	i	3	0.3	1117
CCN(CC)S(=O)(=O)c1ccc(C(=O)Nc2ncn(Cc3ccccc3)n2)cc1	i	1.3	-14	-8	0.15	1681	4.1	3.1	5.8	/	/	/	/	0.2%	i	11	0.0	1333
CC(=O)Nc1ccc(NC(=O)CSc2nnc(-c3cc(C)[nH]n3)n2N)cc1	i	0.5	/	/	/	/	/	/	/	8	688	i	24	-0.3%	/	/	/	/
CCOC(=O)c1cc(-c2ccc3c(c2)OCO3)nc2onc(C)c12	i	0.3	78*	-9.8*	0.2	1950	2.2	2.7	8.7	0	627	i	28	0.0%	i	3	0.0	1115
COc1cc(OC)c(C=O)c(OC(=O)N2CCOCC2)c1	i	0.6	/	/	/	/	/	/	/	0	829	i	54	0.3%	/	/	/	/
Clc1cccc(OCCn2cncn2)c1Cl	i	0.9	-6	-5	-0.35	1212	3.2	2.2	5.4	12	660	i	34	0.2%	i	3	/	/
COc1ccccc1NC(=O)c1c(Nc2ccccc2F)sc(C(=O)Nc2cccc(Cl)c2)c1N	i	0.3	23	2	/	/	2.9	1.9	7.4	17	669	i	27	-0.6%	i	0	0.3	938
COCc1c(C(=O)N/N=C/c2ccc(C)o2)nnn1-c1nonc1N	i	3.7	/	/	/	/	/	/	/	10	825	i	40	-0.1%	/	/	/	/
CCc1ccc(S(=O)(=O)NCCc2csc(-c3cccnc3)n2)s1	?	/	-11	-6	-0.31	1816	2.5	3.9	2.2	-5	659	i	51	-0.1%	i	3	-0.1	1070
Cc1onc(-c2ccccc2Cl)c1C(=O)NNC(=O)c1cccc(F)c1	i	0.9	/	/	/	/	/	/	/	3	799	i	37	0.0%	/	/	/	/
CC(C)N1CCC(N2CCN(CCCn3cccn3)CC2CCO)CC1 (stereo unspecified)	i	0.1	3	-9	-0.15	1501	3.0	1.4	5.7	0	676	i	57	0.2%	i	-1	2.9	914
COCCCNC(=S)Nc1ccc(OC(F)F)cc1C	i	0.1	17	19	0.3	1562	1.5	1.7	0.4	17	706	i	22	0.2%	i	7	-4.6	1186
CCc1ccccc1NC(=O)CN(c1cccc(OC)c1)S(C)(=O)=O	i	0.6	-6	-5	0.81	1838	2.4	0.3	12	10	640	i	37	-0.2%	i	2	-0.5	1088
CN(C)CCCN1C(=O)C(O)=C(C(=O)c2cccs2)C1c1cccc([N+](=O)[O-])c1 (stereo unspecified)	/	/	7	2	/	/	1.6	1.3	4.1	4	731	i	36	0.6%	i	49	0.4	1101
Cc1ccc(N(CC(=O)NCc2ccccc2)C(=O)CCC(=O)Nc2ccccn2)cc1C	i	3.0	/	/	/	/	/	/	/	-1	788	i	26	-0.8%	/	/	/	/
O=C(CCn1cnc2ccccc2c1=O)Nc1ccc(S(=O)(=O)N2CCCCC2)cc1	i	0.1	24	-16	0.77	1232	2.3	2.1	6.1	/	/	i	15	-0.1%	i	-5	-2.2	1137
CCOC(=O)c1nc2ccccc2s1	i	0.8	15	3	-0.45	1344	5.1	1.6	6.2	/	/	i	25	-0.1%	i	16	-7.6	1013
CCCCCn1c2nc3ccccc3nc2c2c(=O)n(CC(C)C)cnc21	i	0.6	11	-4	-1.4	1094	2.3	2.0	7.9	4	814	i	6	-0.1%	i	0	/	/
CCn1cc(CNCc2ccc(OCC(O)CN(C)Cc3ccccc3)cc2)cn1 (stereo unspecified)	i	0.0	-12	-5	/	/	2.3	2.7	4.7	-11	674	i	40	-1.9%	i	-17	1.1	1622
C=CCNC(=O)CN1c2cccc3cccc(c23)S1(=O)=O	i	0.5	/	/	/	/	/	/	/	-30	856	i	29	0.3%	/	/	/	/
Brc1ccc(-c2nnc(-c3ccco3)o2)cc1	i	0.5	10	1	-0.21	1591	2.0	1.4	8.8	/	/	i	22	/	i	6	0.5	1463
Cc1ccc2nc(-c3cc(N)cc(N)c3)oc2c1	i	0.5	21	4	2.4	1584	1.9	1.9	6.4	/	/	i	60	-0.5%	i	2	0.4	1387
O=C(NCCc1cnccn1)C1CCC(=O)N(Cc2ccc(Cl)cc2)C1 (stereo unspecified)	i	0.8	/	/	/	/	/	/	/	1	675	i	30	-0.1%	/	/	/	/
Cc1nn(CC(=O)NCC2CCCO2)c(=O)c2ccccc12 (stereo unspecified)	i	1.4	14	7	0.07	987	1.4	1.9	7.5	/	/	i	38	0.6%	i	8	-0.4	1081
COc1ccc(NC(=O)Cc2coc3cc(C)c(C(C)C)cc23)cc1S(=O)(=O)N1CCOCC1	i	0.1	-20	1	-0.18	1392	2.4	2.0	12	-3	524	i	47	0.9%	i	11	8.1	980
COc1ccc(C(=O)NCc2nnc(SCC(=O)N3CCc4ccccc43)n2Cc2ccccc2)cc1	i	0.6	-11	-15	2.8	1166	2.6	3.7	6.8	-6	656	i	39	-1.1%	i	8	/	/
Cc1ccc(Nc2nc(N)nc(CCl)n2)cc1	i	0.4	/	/	-0.39	814	/	/	/	19	744	i	54	-0.7%	/	/	1.6	1170
CN(Cc1cn(C)nc1-c1ccc(Oc2ccccc2)cc1)C1CCOC1 (stereo unspecified)	i	0.0	/	/	-0.87	1045	/	/	/	1	658	i	26	-1.0%	/	/	0.4	1316
S=c1[nH]ncn1-c1ccccn1	i	0.5	3	20	0.24	1247	2.8	1.8	6.7	2	712	i	15	0.4%	i	-10	/	/
O=S(=O)(NCc1ccccc1)c1ccccc1Br	i	2.3	/	/	0.24	739	/	/	/	-16	730	i	34	-1.1%	/	/	1.0	1127
O=C1C(=O)N(CCCN2CCOCC2)C(c2ccc([N+](=O)[O-])cc2)/C1=C(/O)c1ccc2c(c1)OCO2 (stereo unspecified)	i	1.0	/	/	/	/	/	/	/	-2	810	i	63	-0.1%	/	/	/	/
CCOC(=O)/C(C#N)=C\c1c(C)cc(C)c(COC(C)=O)c1C	i	0.9	-19	1	/	/	2.0	1.4	1.7	-2	753	i	28	0.5%	i	-6	-1.6	1153
O=C(c1ccco1)N1CCN(C(=O)c2cc3cc([N+](=O)[O-])ccc3oc2=O)CC1	i	1.5	6	-4	/	/	3.9	1.7	4.7	3	752	i	15	0.2%	i	-10	-0.3	1533
COCCCC1CCN(C(=O)c2cc(COc3cc(C)ccc3C)on2)CC1	i	4.1	/	/	/	/	/	/	/	-3	751	i	39	-0.6%	/	/	/	/
NC(=O)NC(=O)CSc1cccc(C(F)(F)F)c1	i	6.9	-17	2	0.17	1218	3.9	1.3	6.0	-13	711	i	18	-0.5%	i	-3	-1.0	1171
CCc1cccc(C)c1NC(=O)c1cc(C)oc1C	i	1.0	-5	-19	-0.57	1198	3.7	2.8	7.5	-22	700	i	11	-0.2%	i	-10	/	/
NS(=O)(=O)c1ccc(NC(=O)c2cc(Cl)sc2Cl)cc1	?	/	/	/	/	/	/	/	/	-8	638	i	27	-0.4%	/	/	/	/
Cc1ccc(NC(=O)COc2ccccc2C=O)cc1Cl	i	0.7	4	10	0.26	1496	4.6	1.9	6.3	7	741	i	37	-0.2%	i	-7	-1.3	1032
CCOC(=O)N1CCN(S(=O)(=O)c2ccc([N+](=O)[O-])cc2)CC1	i	0.8	-40	-12	-0.68	1137	4.2	1.8	10	2	704	i	33	-0.8%	i	8	-0.9	1098
Cc1ccc(NC(=O)CN(C)C(=O)C2CC(=O)N(Cc3ccccc3)C2)cc1 (stereo unspecified)	?	/	/	/	/	/	/	/	/	32	653	i	16	-1.0%	/	/	/	/
COc1ccc(N2CCN(S(=O)(=O)c3ccc(C(=O)NCc4ccco4)cc3)CC2)cc1	i	1.0	12	12	/	/	3.1	2.3	8.0	-132	764	i	21	0.2%	i	0	2.8	433

Grouped by structure: the entries above containing an NH in an aromatic ring.
SMILES	Myeloid diff MLP	Myeloid diff MLP GFP+ MAC1+ %	WT yeast gro inh	WT yeast gro inh mutant strain	Insulin prom up	Insulin prom up cell count	MT stabilize HCS	MT stabilize HCS Hoechst-high %	MT stabilize HCS cytotoxicity %	Lipid droplet	Lipid droplet cells 6.5 µM	T cell HTS	T cell HTS vesicle-bound %	West Nile virus CPE	Autophagy mod	Autophagy mod cell loss 18 h	bCat nuc transl	bCat nuc transl cell count 5 µM
CC(=O)Nc1ccc(NC(=O)CSc2nnc(-c3cc(C)[nH]n3)n2N)cc1	i	0.5	/	/	/	/	/	/	/	8	688	i	24	-0.3%	/	/	/	/
S=c1[nH]ncn1-c1ccccn1	i	0.5	3	20	0.24	1247	2.8	1.8	6.7	2	712	i	15	0.4%	i	-10	/	/
